SENP7 inh – blocks the human protease SENP7. Q9BQF6. recombinant SENP7, Z-RLRGG-aminoluciferin luminescence, 40 min. inhibition, % at 5 µM. hit rate 1.5% among 330,000;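 active = inhibition above about 50% at the single test dose, limit read from the data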;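 note: plate controls were DMSO with enzyme for no effect and no enzyme buffer wells for full effect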
Target sequence (Q9BQF6 706-1050 limits assumed): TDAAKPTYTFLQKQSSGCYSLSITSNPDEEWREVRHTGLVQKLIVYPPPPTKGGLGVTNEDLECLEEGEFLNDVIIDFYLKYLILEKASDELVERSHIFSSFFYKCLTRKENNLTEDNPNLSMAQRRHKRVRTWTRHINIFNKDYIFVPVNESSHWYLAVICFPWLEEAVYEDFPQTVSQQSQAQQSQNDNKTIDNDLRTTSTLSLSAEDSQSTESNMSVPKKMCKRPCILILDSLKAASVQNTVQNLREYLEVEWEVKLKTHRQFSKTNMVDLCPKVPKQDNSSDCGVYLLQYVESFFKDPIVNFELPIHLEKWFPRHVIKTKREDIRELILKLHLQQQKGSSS
SENP8 block-1 – inhibitors of human SENP8 protease | AID 602440 | inhibition, % at 20 µM | recombinant SENP8, Nedd8 substrate fluorescence | Q96LD8 | hit rate 0.64% among 360,000; in the data active = inhibition mostly above about 40%, no sharp cut-off; inactive = mostly below about 27%
Target sequence (Q96LD8 whole entry, looked up): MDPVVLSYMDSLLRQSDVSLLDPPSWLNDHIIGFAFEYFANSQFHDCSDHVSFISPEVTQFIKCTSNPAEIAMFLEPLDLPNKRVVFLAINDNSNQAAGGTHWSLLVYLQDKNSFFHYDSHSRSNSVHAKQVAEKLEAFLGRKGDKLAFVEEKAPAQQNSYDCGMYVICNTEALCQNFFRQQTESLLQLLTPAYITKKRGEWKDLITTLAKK
NALP3 yeast inh – blocks the NALP3 inflammasome reconstituted in yeast; hit rate 0.39% among 330,000; inhibition, % at 10 µM; AID 2825; Yeast reconstituted NLRP3/ASC/caspase-1, beta-gal luminescence, 24 h;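 active = inhibition of 50% or more; inactive = inhibition below 50%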;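 note: plate controls were induced DMSO wells for no effect and uninduced yeast grown without galactose for full effect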
Apaf1 inhib – human Apaf-1 inhibition; O14727; reconstituted apoptosome caspase-3 activity, DEVD-Rh110 fluorescence; inhibition, % at 20 µM; hit rate 0.71% among 330,000; AID 489030; active = inhibition of at least 40% at 20 µM;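 note: plate controls were DMSO wells for no effect and DEVD-CHO caspase inhibitor wells for full effect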
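System: Apoptosome proteins | Medium: Hepes pH 7.5 with detergent and BSA | Also added: Cytochrome c trigger plus (Z-DEVD)2-Rh110 caspase-3 substrate | Incubation: 30 min compound preincubation, 50 min activation, room temperature | Detection: Rhodamine 110 fluorescence at Ex 480/Em 540 nm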
SENP1 FRET inh – inhibitors of human SENP1 SUMO protease catalytic domain | AID 624204 | recombinant SENP1 catalytic domain, CyPet-SUMO1-YPet FRET cleavage | hit rate 0.21% among 360,000 | inhibition, % at 10 µM | Q9P0U3;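 active = inhibition at least 30% at 10 µM, raw YFP signal under a set limit, fluorescence ratio 0.5 to 1.5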;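 note: 0% = enzyme with DMSO and 100% = no enzyme wells; some results filed as inactive read as strong as hits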
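Assay system – human recombinant His6-tagged SENP1 catalytic domain enzyme · Input – SENP1 enzyme, 20 pM final · Buffer or medium – Tris pH 8 buffer plus EDTA, NaCl, BME, BSA, NP40, catalase · Schedule – 50 min reaction at room temperature · Technique – FRET read of cyan and yellow fluorescence · Control set – no-enzyme wells low, DMSO-plus-enzyme wells high control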
SENP8 block-2 – SENP8 protease inhibition; Q96LD8; purified SENP8, Z-RLRGG-aminoluciferin cleavage, luminescence; inhibition, % at 10 µM; hit rate 1.2% among 330,000; AID 2540; in the data active = inhibition above about 50%
PfGluPho inh – PfG6PD (Plasmodium falciparum) enzyme inhibition; PfGluPho enzyme, NADPH resazurin-diaphorase fluorescence; inhibition, % at 20 µM; hit rate 0.78% among 350,000; AID 504690;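 active = inhibition reaching at least a set limit at 20 µM in the primary screen, cut at about 59% in these data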;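 note: 0% = DMSO wells with substrate and 100% = DMSO wells lacking glucose-6-phosphate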
HKDC1 inh – blocks human hexokinase HKDC1 activity. recombinant HKDC1, G6PDH/diaphorase resazurin coupled fluorescence. AID 493160. hit rate 0.16% among 340,000. inhibition, % at 20 µM;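 active = inhibition above about 35% when tested at 20 µM, limit read from the data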;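 note: plate controls were DMSO wells with enzyme for no effect and DMSO wells lacking enzyme for full effect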
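Material: recombinant HKDC1 hexokinase; Amount: HKDC1 at 5 µg/mL; Medium: Tris pH 8.0 buffer with MgCl2, Tween-20, BSA, BME; Schedule: 90 min reaction incubation at room temperature, dark; Technique: coupled resazurin fluorescence, excitation 525 nm, emission 613 nm.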
SENP6 inh – blocks the human protease SENP6; Recombinant SENP6 catalytic domain, aminoluciferin luminescence; inhibition, % at 10 µM; hit rate 1.8% among 330,000; AID 2599;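 active = inhibition above about 50% at the single tested dose, limit read from the data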;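 note: plate controls were DMSO wells with enzyme for no effect and DMSO wells lacking enzyme for full effect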
Target sequence (Q9GZR1 628-1112 limits assumed): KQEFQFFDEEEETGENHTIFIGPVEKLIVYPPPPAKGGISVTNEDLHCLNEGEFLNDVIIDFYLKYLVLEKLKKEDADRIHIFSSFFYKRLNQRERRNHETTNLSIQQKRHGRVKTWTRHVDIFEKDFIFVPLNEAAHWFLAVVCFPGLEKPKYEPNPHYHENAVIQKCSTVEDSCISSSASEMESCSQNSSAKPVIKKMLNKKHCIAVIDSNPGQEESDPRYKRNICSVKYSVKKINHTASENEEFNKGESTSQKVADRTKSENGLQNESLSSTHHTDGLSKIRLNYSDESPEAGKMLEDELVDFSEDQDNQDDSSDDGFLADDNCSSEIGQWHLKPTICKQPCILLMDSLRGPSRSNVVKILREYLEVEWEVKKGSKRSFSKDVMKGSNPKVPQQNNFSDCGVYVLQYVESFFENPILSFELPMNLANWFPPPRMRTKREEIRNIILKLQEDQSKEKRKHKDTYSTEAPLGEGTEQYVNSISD
The depositor's hits bear a star; · = not tested or not shown.

entry	structure	SENP7 inh	SENP8 block-1	NALP3 yeast inh	Apaf1 inhib	SENP1 FRET inh	SENP8 block-2	PfGluPho inh	HKDC1 inh	SENP6 inh
1	COc1ccc(C)cc1S(=O)(=O)N(C)CC(=O)N1CCC(C)CC1	-4	-2	18	-15	0	10	-1	-8	14
2	Cc1ccc(S(=O)(=O)Nc2cc3c(cc2C#N)OCO3)cc1C(N)=O	-9	4	7	-8	-1	-1	-12	-5	-2
3	Cc1cc2cc(CNC(=O)Nc3ccccc3)ccc2n1C	-7	2	17	17	-2	-7	10	-5	-2
4	CC(=O)N1CCN(C(=O)COc2ccc(N(C)S(=O)(=O)c3cccs3)cc2)CC1	-6	10	4	-10	-1	1	-18	2	-18
5	Cc1cccc(N(CC(=O)Nc2ccc(CC#N)cc2)S(C)(=O)=O)c1	2	20	21	-1	3	-1	10	-8	-10
6	Oc1ccc(C(c2nnnn2C2CCCC2)N2CCc3ccccc3C2)cc1 (stereo not given)	1	15	6	10	-1	3	-31	10	1
7	O=C1CN(C(=O)COc2ccc([N+](=O)[O-])cc2Cl)c2ccccc2N1	0	2	6	1	-6	-9	2	-1	-20
8	Cc1c(Br)c(O)c(Br)c(O)c1/C=N/n1c(-c2ccccc2)n[nH]c1=S	4	14	8	7	2	2	27	16	3
9	COc1ccc(-c2cc3c(=O)n(CC(=O)NCc4ccc(C)cc4)ncn3n2)cc1	-11	-53	-11	6	-1	-12	-8	0	3
10	C=CCNC(=S)Nc1ccc(Cl)cc1F	1	8	4	-2	1	3	1	-12	11
11	CC(C)CCNC(=O)NC(=O)COC(=O)CCN=C1NS(=O)(=O)c2ccccc21	4	5	13	1	2	6	-10	-4	8
12	Cc1cc(-c2onc(C)c2C(=O)Nc2ccc(C(F)(F)F)cc2)no1	5	22	8	-7	0	0	-1	-7	-23
13	Cc1csc(CN(C)C(=O)CC2C(=O)NCCN2CC(C)(C)C)n1 (stereo not given)	-7	-77	-4	14	-8	-2	8	-7	5
14	CCOCCCNC(=O)C1CCCN(S(=O)(=O)c2cccc3nsnc23)C1 (stereo not given)	4	9	0	0	4	5	8	-1	3
15	COc1cccc(CNC(=O)COC(=O)CCc2cc(OC)c(OC)c(OC)c2)c1	2	0	-16	3	1	-6	-6	-1	-12
16	Cc1ccc(NC(=O)C2CC(=O)N(C(C)C)C2)cc1C (stereo not given)	6	9	17	0	2	4	-1	2	3
17	CN(C)c1ccc(C(=S)N2CCN(C(=S)Nc3ccccc3)CC2)cc1	2	9	-10	9	2	-3	-11	0	-3
18	COc1ccc(/C=N/NC(=O)CCn2c3ccccc3c3ccccc32)cc1O	6	2	14	-9	-2	0	18	-7	-6
19	COc1ccc(-c2[nH]ncc2CN2CCN(Cc3cccs3)CC2)c(F)c1	-11	8	7	-2	0	0	-4	-5	-14
20	N#Cc1c(N)nc2c(c1N)CC(=O)N2c1ccc(Cl)cc1	-4	-41	4	7	-71	-3	8	0	-17

Five of these compounds, reformatted.
15	COc1cccc(CNC(=O)COC(=O)CCc2cc(OC)c(OC)c(OC)c2)c1
16	Cc1ccc(NC(=O)C2CC(=O)N(C(C)C)C2)cc1C (stereo not given)
17	CN(C)c1ccc(C(=S)N2CCN(C(=S)Nc3ccccc3)CC2)cc1
18	COc1ccc(/C=N/NC(=O)CCn2c3ccccc3c3ccccc32)cc1O
19	COc1ccc(-c2[nH]ncc2CN2CCN(Cc3cccs3)CC2)c(F)c1

Assay by compound | 15 | 16 | 17 | 18 | 19
SENP7 inh | 2 | 6 | 2 | 6 | -11
SENP8 block-1 | 0 | 9 | 9 | 2 | 8
NALP3 yeast inh | -16 | 17 | -10 | 14 | 7
Apaf1 inhib | 3 | 0 | 9 | -9 | -2
SENP1 FRET inh | 1 | 2 | 2 | -2 | 0
SENP8 block-2 | -6 | 4 | -3 | 0 | 0
PfGluPho inh | -6 | -1 | -11 | 18 | -4
HKDC1 inh | -1 | 2 | 0 | -7 | -5
SENP6 inh | -12 | 3 | -3 | -6 | -14

Further results follow.
entry	structure	SENP7 inh	SENP8 block-1	NALP3 yeast inh	Apaf1 inhib	SENP1 FRET inh	SENP8 block-2	PfGluPho inh	HKDC1 inh	SENP6 inh
21	CC(=O)COC(=O)C1CCN(S(=O)(=O)c2cc([N+](=O)[O-])ccc2Cl)CC1	10	11	1	-16	1	-1	20	7	24
22	COCCNC(=O)c1cn(C(C)c2ccccc2F)nn1 (stereo not given)	2	·	3	-7	·	-1	-13	-3	6
23	c1ccc(-c2csc(N3CCCCCC3)n2)cc1	-2	24	-4	14	2	-11	-8	5	-17
24	COCCN(C(=O)C(F)(F)F)C(C(=O)NC1CCCCC1)c1ccco1 (stereo not given)	5	5	4	4	0	0	-5	-2	-17
25	Cc1cc(NC(=O)CCCn2nc([N+](=O)[O-])c(Br)c2C)no1	-1	14	-2	40*	1	7	4	-6	-5
26	COC(=O)Nc1ccc(S(=O)(=O)N2CCCc3cccc(O)c32)cc1	8	16	2	9	0	1	-7	-4	-5
27	COc1ccc(/C(O)=C2/C(=O)C(=O)N(CCCN3CCOCC3)C2c2ccc(C(C)C)cc2)cc1 (stereo not given)	-5	9	2	9	-2	-3	-27	2	-8
28	CCN(CC)CCC=C(c1cccs1)c1cccs1	·	4	·	·	-6	·	15	2	·
29	O=C(N=Nc1c(O)[nH]c2ccccc12)c1cccs1	82*	15	30	8	3	67*	34	-9	82*
30	NS(=O)(=O)c1ccc(NC(=O)COC(=O)CCc2nc3ccccc3c(=O)[nH]2)cc1	-2	-4	10	-12	-1	4	-3	-3	-21
31	Cc1nnc(SCC(=O)c2ccc(Cl)cc2)s1	-10	5	2	10	1	-9	1	9	10
32	Cc1ccc(N2C(=O)C(Cl)=C(N3CCCCCC3)C2=O)c(C)c1	1	15	22	22	2	-1	-9	2	12
33	Cc1cccc(NC(=O)Cn2cc(C(=O)c3ccco3)c3ccccc32)c1	6	-126	8	11	-1	-5	-6	-3	-19
34	CCS(=O)(=O)N1CCC(C(=O)N2CCOCC2)CC1	6	12	15	-27	0	0	0	-1	0
35	O=C(Nc1ncccc1O)c1cc2ccccc2o1	68*	-31	41	1	-20	31	17	12	67*
36	Cc1[nH]nc2c1C(c1cc(Br)cs1)C(C#N)=C(N)O2 (stereo not given)	-3	9	19	11	0	-7	-11	7	-25
37	C1CC(CN2CCOCC2)CN(c2nc3nonc3nc2N2CCSCC2)C1 (stereo not given)	-1	10	-17	-10	2	-10	-5	-3	0
38	N#Cc1ccc(N2C(=O)[C@@H]3C(C(=O)c4cnccn4)=NN[C@@H]3C2=O)cc1	2	16	4	-12	-2	6	1	-5	-5
39	CC(C)(C)NC(=O)C(=O)NN=C1CCCCCC1	-7	3	-1	-9	1	-6	-7	-4	3
40	O=C(c1ccc(Cl)cc1)N1N=CCC1(O)c1ccc(Cl)cc1 (stereo not given)	13	23	12	-2	-1	-5	-12	-1	12
41	Cc1nc(CCNC(=O)Cc2ccccc2)cs1	5	16	11	10	2	2	-5	-4	-14
42	Cc1cc(OCC(=O)OCC(=O)N2CCc3ccccc3C2)ccc1Cl	5	2	7	10	0	-10	13	-2	-5
43	CSC1=N/C(=C\c2ccc3c(c2)OCO3)C(=O)S1	-2	-20	0	0	-79	-1	-9	6	-1
44	CCCn1nc(NS(=O)(=O)c2cccc3nonc23)c2cc3cccc(C)c3nc21	11	7	3	10	-24	-1	-18	11	9
45	COc1cc2cnc(-c3ccccc3F)cc2cc1OC	24	0	30	11	0	12	3	-3	26
46	O=C(c1ccco1)N1CCCC(c2ccccc2)C1 (stereo not given)	0	0	18	0	0	1	-12	0	-2
47	Cc1ccccc1NC(=S)N1CCN(c2ccccc2Cl)CC1	11	12	21	-1	3	6	-23	6	14
48	COc1ccc(S(=O)(=O)NCC2CCCN(C(=O)CSC)C2)cc1 (stereo not given)	3	9	24	-6	2	4	-9	-1	-2
49	COc1ccc(-n2c(=O)c3c(C)c(C)sc3n(Cc3ccc(F)cc3)c2=O)c(OC)c1	3	18	11	14	-7	-5	12	-1	-3
50	COc1ccc(CCNC(=O)C(=O)NCCCN2CCOCC2)cc1	-7	0	28	-15	0	3	4	-7	-5
51	O=c1[nH]c2ccc(NC(=S)NCCc3ccccc3)cc2[nH]1	-2	8	-2	-6	-31	-4	12	0	-26
52	Nc1cccc2c1C(=O)N(CCOc1ccc(F)cc1)C2=O	55*	-321	25	9	-28	49	7	-5	68*
53	Cc1ccc(S(=O)(=O)Nc2ccc(N3CCOCC3)nc2)cc1	3	-3	-7	7	-2	-3	10	-5	-9
54	O=C(O)c1ccc(/C=N/NC(=S)NCCN2CCOCC2)cc1	-1	-9	4	-13	2	-6	-18	0	-5
55	CCC(C)C(NC(=O)OC(C)(C)C)C(=O)NCc1ccco1 (stereo not given)	-3	11	10	-8	1	-10	13	-9	-29
56	CC(=O)Nc1ccc2ccccc2c1[N+](=O)[O-]	·	11	·	·	0	·	12	-2	·
57	O=C(O)c1nn2c(C(F)(F)F)cc(-c3cccs3)nc2c1Cl	1	2	11	-2	6	-2	-25	-9	5
58	Cc1ccc(NC(=O)CN2C(=O)S/C(=C\c3cc(C)n(C)c3C)C2=O)cc1	-7	-57	10	-23	-48	-2	26	-13	-6
59	Cc1cc(Br)cc(Br)c1OCC(=O)NNC(=O)CCC(=O)NCc1ccccc1	-3	9	12	-9	0	-1	-13	-4	-5
60	Cc1ccc(OCC(=O)Nc2cc(S(=O)(=O)N3CCCCC3)ccc2N2CCN(C)CC2)c(C)c1	-10	-7	-3	30	-3	-14	17	5	-14
61	CCOC(=O)c1c(NC(=O)C2COc3ccccc3O2)sc(C)c1C (stereo not given)	1	5	20	9	0	-8	16	7	-4
62	C=C(C)c1cccc(C(C)(C)NC(=O)N2CCCC2)c1	-3	5	10	-3	3	2	0	-11	7
63	CC1CCCCC1NC(=O)C1CCN(S(=O)(=O)c2ccc(-n3cnnn3)cc2)CC1 (stereo not given)	1	1	-1	-4	0	-7	-2	-4	3
64	CC1=CC(C)(C)N(C(=O)CSc2nnc(C)s2)c2ccc(C)cc21	16	1	40	-20	-2	-9	-10	5	-7
65	COCC(=O)N(Cc1cc2cc(C)ccc2[nH]c1=O)c1ccccc1	-1	-102	17	2	-2	5	-13	10	3
66	COc1ccc(S(=O)(=O)N2CCOC2CNC(=O)C(=O)NCCc2ccccc2OC)cc1 (stereo not given)	1	2	21	2	-5	5	8	-3	9
67	CC(C)CCN1CN(S(=O)(=O)c2cccs2)c2nc3ccccc3nc21	-3	-408	12	5	-2	1	-2	-3	0
68	O=C(c1cccc(C(F)(F)F)c1)N1CCC(O)(CS(=O)(=O)Cc2ccccc2Cl)CC1	2	12	10	7	1	-1	5	-9	2
69	COC(=O)c1ccc(C(=O)Nc2nc3cc(N)c(C)cc3s2)cc1	0	29	3	-1	15	-1	7	-3	19
70	Cc1cc(C(=O)CSc2nnnn2C)c(C)n1Cc1ccco1	-2	9	0	-19	0	-4	8	-4	3
71	CC1=NN(S(=O)(=O)c2ccc(Cl)cc2Cl)C(=O)c2ccccc2O1	-10	28	10	7	1	-4	15	3	-23
72	Cc1csc(CNC(=O)c2cc(COc3c(C)cccc3C)on2)n1	0	-52	9	14	-9	1	-4	2	5
